SW480 rerep = inducers of DNA re-replication in SW480 colon cancer cells; SW480 DNA re-replication, Hoechst DNA content imaging, 48 h; Potency, µM (top dose mostly 46.1 µM), for inactives: at the highest dose re-replication activation, usual class: activators; 1.8% of 340,000 active; AID 624297; further: potency means the concentration at half of the fitted maximal effect; % of control where 0% means no effect; nearly all actives have a fitted effect of over 55% in size
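Cells (250 per well) received 23 nL compound or DMSO by pin tool and were kept 48 hr at 37 C, 5% CO2. Nuclei were then stained with Hoechst for 40 min and scanned for DNA content.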
KB-3-1 cytotox = KB-3-1 parental cell cytotoxicity; 1.4% of 400,000 active; Potency, µM (highest dose often 46.1 µM), for inactives: at the top dose activity change, negative = cytotoxic, most hits filed as cytotoxic; KB-3-1 viability, CellTiter-Glo ATP luminescence, 72 h; further: potency means the concentration at half of the fitted maximal effect; on the % scale 0 is the no-effect control and ±100 the full control effect; nearly all actives have a fitted effect of over 60% in size
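72 h, 37 °C compound treatment of KB-3-1 parental cells; CellTiter-Glo added, 10 min, luminescence read. Data corrected against DMSO-only plates and normalized before curve fitting.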
S2 tox = reduces viability in counter-screen for ATXN expression inhibitors; 0.49% of 400,000 active; Potency, µM (highest dose often 56.7 µM), usual class: cytotoxic; S2 cells (HEK-293 line with an ATXN2-luciferase reporter) viability, CellTiter-Fluor protease fluorescence, 24 h; further: potency means the concentration at half of the fitted maximal effect; nearly all actives have a fitted effect of over 40% in size
ATXN2 expr inh = inhibitors of ATXN2 expression; HEK-293 ATXN2-luciferase reporter, luminescence, 24 h; Potency, µM (highest dose often 57 µM), without a hit: top-dose activity change, negative = inhibition, most hits filed as inhibitors; 0.72% of 360,000 active; further: potency means the concentration at half of the fitted maximal effect; on the % scale 0 is the no-effect control and ±100 the full control effect; nearly all actives have a fitted effect of over 55% in size
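qHTS (up to 57 uM final) was run with 24 h compound exposure of reporter cells at 37 °C. Each well was multiplexed: SteadyGlo luminescence measured ATXN2-luciferase expression after a fluorogenic Gly-Phe-AFC viability readout (25 uM final).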
HT1080-NT tox = kills 2HG-producing HT-1080-NT fibrosarcoma cells. HT-1080-NT fibrosarcoma viability, CellTiter-Glo ATP luminescence, 48 h. Potency, µM (top dose mostly 46.1 µM), for the others: at the highest dose activity, negative = less viability, most hits filed as cytotoxic. 1.6% of 360,000 active;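 further: NT is the 2HG producing partner of a matched IDH1 knockdown line; potency means the concentration at half of the fitted maximal effect; 0% = DMSO-treated cells and -100% = media-only wells without cells; nearly all actives have a fitted effect of over 55% in size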
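Viability of the 2HG-overproducing fibrosarcoma line after 48 hours of compound exposure at 37 degrees C was determined by luminescence with CellTiter-Glo, and concentration-effect curves were then fitted and categorized.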
MCF10A rerep = induces DNA re-replication in MCF 10a normal breast cells; Potency, µM (top dose mostly 46.1 µM), without a hit: at the highest dose activity, positive = re-replication, most hits filed as activators; MCF 10A DNA re-replication, Hoechst nuclear intensity, 48 h; 2.9% of 350,000 active; further: potency means the concentration at half of the fitted maximal effect; % of control where 0% means no effect; nearly all actives have a fitted effect of over 50% in size
HepG2 viability = HepG2 cytotoxicity, counter-screen for TGF-b inhibitors; AID 588856; Potency, µM (series often up to 46.1 µM), without a hit: at the top dose activity change, negative = cytotoxicity, most hits filed as cytotoxic; 0.76% of 410,000 active; HepG2 CAGA-GFP viability, ATP luminescence, 18 h; further: potency means the concentration at half of the fitted maximal effect; some results filed as inactive show a strong effect at the top dose
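CellTiter-Glo luminescence gave cytotoxicity after 18 hours at 37 degrees C. The cells were HepG2 CAGA-GFP in 1% FBS DMEM, stimulated with 500 pg/mL TGF-beta after compound addition. %Activity was normalised to no-cell wells (complete cell-killing) and DMSO (no toxicity), and curves were fitted and classified.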
HT1080 IDH1KD tx = kills HT-1080 cells with IDH1 knockdown; HT-1080 IDH1 knockdown viability, ATP luminescence, 48 h; Potency, µM (top dose mostly 46.1 µM), without a hit: at the highest dose activity, negative = toxicity, actives largely listed as cytotoxic; 2% of 360,000 active; AID 686971;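 further: potency means the concentration at half of the fitted maximal effect; 0% = DMSO wells and -100% = cell-free medium wells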
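Luminescent ATP read-out (CellTiter-Glo, 10 min at room temperature) after 48 h compound exposure at 37 °C gave viability of IDH1-knockdown HT-1080 cells. Activity was normalised to DMSO and cell-free wells, then fitted as concentration-response curves.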
IL-1B inflam inh = blocks inflammasome-driven IL-1 beta release; activity change, % at 57.5 µM; THP-1 LPS/ATP IL-1B secretion, AlphaLISA, 16 h; hits give low values; AID 743279; 4.7% of 360,000 active; in the data active means activity change below about -50%; inconclusive means mostly about -30% to -49%; further: on the % scale 0 is the no-effect control and ±100 the full control effect
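THP-1 cells pretreated 1 hr with compounds (up to 57.5 uM final), then stimulated with LPS (250 ng/mL final) plus ATP (1.25 mM final); secreted IL-1B measured by AlphaLISA after 16 hr, decreased signal indicating inhibition.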
* = called active by the depositor; i = inactive; ? = inconclusive; nt = no result given; & = joins results of further samples; [ ] = another dose, or the depositor's remark. Unless noted, the call rests on the fitted dose curve; in most records, active means well fitted curve in the direction sought with a large enough effect; inconclusive means small, poorly fitted or top-dose-only effect, or another doubt; inactive means no such curve, though single readings can be large; an effect the other way counts as inactive or inconclusive.

cpd	mol	SW480 rerep	KB-3-1 cytotox	S2 tox	ATXN2 expr inh	HT1080-NT tox	MCF10A rerep	HepG2 viability	HT1080 IDH1KD tx	IL-1B inflam inh
1	COCCNC(C)C(=O)C12CC3CC(CC(C3)C1)C2 (configuration not stated)	14%	-2%	i	-4%	0%	?	0%	10%	7
2	CC(Sc1nncn1C)C(=O)Nc1ccc(Cl)cn1 (configuration not stated)	-2%	18%	i	-22%	17%	-1%	-17%	?	18
3	COc1ccccc1NC(=O)C(=O)NCCC1CCCCN1S(=O)(=O)c1cccs1 (configuration not stated)	-72%[inhibitor]	?	i	2%	-22%	21%	-7%	-17%	-17
4	CCOCCOC(=O)c1[nH]c2c(c1C)C(=O)CC(c1cccs1)C2 (configuration not stated)	1.2µM*	0.92µM*	i	10%	0.46µM*	?	-1%	0.46µM*	45
5	CC(C)CN(C(=O)COC(=O)Cn1cnc2ccccc2c1=O)C1CCS(=O)(=O)C1 (configuration not stated)	-2%	-13%	i	1%	10%	2%	-1%	0%	-5
6	Cc1ccc(N(CC(=O)N(C)Cc2ccccc2)S(C)(=O)=O)cc1C	-21%	-1%	i	1%	-4%	?	-6%	-2%	6
7	O=C1[C@H]2[C@@H](c3ccc(C(F)(F)F)cc3)N[C@]3(CCCN(Cc4ccccc4)C3=O)[C@H]2C(=O)N1Cc1ccccc1	nt	-20%	?	-12%	-18%	nt	-14%	?	-12
8	Cc1cnnn1-c1ccc([N+](=O)[O-])cc1	-3%	2%	i	3%	-1%	-28%	-7%	0%	-20
9	Cc1ccc(S(=O)(=O)NCCCn2ccnc2)cc1C(=O)NC(C)C	-1%	-5%	i	nt	-4%	0%	-20%	0%	-3
10	C/C(=N/NC(=O)C1CCCN1C(=O)c1ccc([N+](=O)[O-])cc1)c1ccc(Br)cc1 (configuration not stated)	2%	8%	i	12%	16%	2%	-5%	25%	i
11	CCOC(=O)c1cc(-c2cccc([N+](=O)[O-])c2)n[nH]1	2%	10%	i	-22%	10%	-2%	-4%	20%	5
12	COc1cc(C=C(c2nc3ccccc3s2)c2nc3ccccc3s2)ccc1O	?	-4%	?	-10%	?	21µM*	-33%	?	-90*
13	CCCn1c(=O)c2c(ncn2C)n(CCC)c1=O	52%	-2%	i	-24%	0%	0%	2%	-2%	-4
14	CCc1ccccc1NC(=O)c1ccc(OCc2c(C)noc2C)cc1	-3%	?	i	7%	-1%	1%	2%	12%	-13
15	O=S(=O)(Nc1ccccc1)c1ccc(-c2cnc(C3CC3)o2)cc1	-17%	?	i	nt	?	?	-47%	?	9
16	Cn1c(=O)c2c(nc(Sc3n[nH]c(N)n3)n2Cc2ccccc2Cl)n(C)c1=O	-2%	-5%	i	15%	2%	3%	5%	10%	19

Reformatted with values under each structure: entries from further up
Results follow in this order: SW480 rerep, KB-3-1 cytotox, S2 tox, ATXN2 expr inh, HT1080-NT tox, MCF10A rerep, HepG2 viability, HT1080 IDH1KD tx, IL-1B inflam inh
(6) Cc1ccc(N(CC(=O)N(C)Cc2ccccc2)S(C)(=O)=O)cc1C
→ -21%, -1%, i, 1%, -4%, ?, -6%, -2%, 6
(7) O=C1[C@H]2[C@@H](c3ccc(C(F)(F)F)cc3)N[C@]3(CCCN(Cc4ccccc4)C3=O)[C@H]2C(=O)N1Cc1ccccc1
→ nt, -20%, ?, -12%, -18%, nt, -14%, ?, -12
(8) Cc1cnnn1-c1ccc([N+](=O)[O-])cc1
→ -3%, 2%, i, 3%, -1%, -28%, -7%, 0%, -20
(9) Cc1ccc(S(=O)(=O)NCCCn2ccnc2)cc1C(=O)NC(C)C
→ -1%, -5%, i, nt, -4%, 0%, -20%, 0%, -3
(10) C/C(=N/NC(=O)C1CCCN1C(=O)c1ccc([N+](=O)[O-])cc1)c1ccc(Br)cc1 (configuration not stated)
→ 2%, 8%, i, 12%, 16%, 2%, -5%, 25%, i
(11) CCOC(=O)c1cc(-c2cccc([N+](=O)[O-])c2)n[nH]1
→ 2%, 10%, i, -22%, 10%, -2%, -4%, 20%, 5
(12) COc1cc(C=C(c2nc3ccccc3s2)c2nc3ccccc3s2)ccc1O
→ ?, -4%, ?, -10%, ?, 21µM*, -33%, ?, -90*
(13) CCCn1c(=O)c2c(ncn2C)n(CCC)c1=O
→ 52%, -2%, i, -24%, 0%, 0%, 2%, -2%, -4

(list continues)
cpd	mol	SW480 rerep	KB-3-1 cytotox	S2 tox	ATXN2 expr inh	HT1080-NT tox	MCF10A rerep	HepG2 viability	HT1080 IDH1KD tx	IL-1B inflam inh
17	Cc1noc(/C=C/N(C)C)c1S(=O)(=O)N1CCCC(C(=O)Nc2ccc(F)cc2F)C1 (configuration not stated)	-11%	12%	i	2%	-13%	?	10%&-15%	0%	0
18	COc1ccccc1/C=C1\SC(=S)N(CCC(=O)Nc2nnc(C)s2)C1=O	-33%[inhibitor]	?	i	-7%	0%	-25%	-39%	-5%	?
19	COC(=O)CCCC(=O)N1CCC(CO)(CCc2ccccc2)CC1	-3%	?	i	2%	10%	13%	0%	6%	-1
20	O=C(NCc1ccccc1Cl)C(=O)NCC(c1ccc2c(c1)OCO2)N1CCOCC1 (configuration not stated)	nt	5%	i	1%	nt	nt	7%	nt	nt
21	CC(C)n1c(=O)c2ccccc2n1Cc1cn(Cc2ccccc2)nn1	nt	0%	i	1%	18%	nt	-32%	13%	-20
22	CCNC(=O)c1c(O)c2c([nH]c1=O)CCCC2	0%	?	i	5%	9%	-1%	2%	10%	?
23	Cc1ccc(C)c(CC(=O)N2CCCCC2c2cc(C(=O)Nc3ccc(F)c(Cl)c3)no2)c1 (configuration not stated)	nt	-10%	i	80%[activator]	?	nt	-31%	-29%	-16
24	Cc1ccc2c(c1)C(=O)N(CCCCO)C2=O	-8%	4%	i	5%	-1%	-26%	-10%	0%	0
25	CCCN(CC(=O)Nc1ccccc1C)C(=O)C1CCN(S(=O)(=O)c2ccc(C)c(C)c2)CC1	nt	-1%	?	nt	-16%	nt	-39%	-9%	?
26	Cc1nn(-c2ccccc2)nc1C(=O)Nc1ccc2[nH]ncc2c1	-4%	-22%	?	nt	-2%	?	8%	1%	-14
27	N#Cc1ccc(Oc2ccc(C(N)=O)cc2)cc1C#N	0%	4%	i	-5%	6%	7%	-1%	6%	-2
28	CCOC(=O)CSc1ncnc2c(C(=O)OCC)c3n(c12)CCC3	1%	?	i	nt	2%	-3%	12%	16%	-4
29	S=C(Nc1ccc(Cl)cc1)NN1CCOCC1	-4%	2%	i	-1%	13%	0%	2%	22%	12
30	Cn1ncc2c(Nc3cccc(C(=O)O)c3)ncnc21	5%	1%	i	-7%	2%	1%	3%	15%	-9
31	CCCNC(=O)C(Cc1cccc(C#N)c1)NC(=O)c1cccc([N+](=O)[O-])c1 (configuration not stated)	nt	-8%	i	2%	1%	?	-9%	-1%	1
32	CCCN1C2CCCC1CC(NC(=O)c1ccccc1OC)C2 (configuration not stated)	5%	0%	i	5%	1%	1%	-18%	21%	-13
33	COc1ccccc1-c1noc(CCC(=O)Nc2cccc(C(F)(F)F)c2)n1	1%	?	?	-26%	0%	18%	-22%	-19%	30
34	COc1ccc(/C=C/C(=O)NCCc2c[nH]c3ccccc23)cc1OC	1%	4%	?	nt	-12%	-4%	-21%	-2%	-12
35	CCOC(=O)Cc1csc(NC(=O)c2ccc(OC)c(OC)c2)n1	-9%	4%	i	7%	5%	0%	-5%	-3%	3
36	COc1ncnc2c1ncn2CCCN1CCN(c2ncccn2)CC1	nt	-3%	i	-1%	2%	nt	0%	12%	27
37	Cc1ccc(S(=O)(=O)Nc2ccccc2C(=O)Nc2ccc(S(=O)(=O)Nc3nccc(C)n3)cc2)cc1	0%	3%	i	1%	0%	6%	8%	12%	6
38	O=C(Cc1ccc(F)cc1)Nc1ccc(S(=O)(=O)N2CCCCC2)cc1	1%	-8%	i	-7%	-1%	-6%	-14%	-2%	0
39	CCOC(=O)c1sc2nc(C)nc(NCCc3ccccn3)c2c1C	nt	-2%	i	-27%	15%	27%	12%	4%	-55*
40	CC(C)=CCC[C@](C)(O)C1CC[C@]2(C)C1[C@H](O)CC1[C@@]3(C)CC[C@H](O[C@@H]4O[C@H](CO)[C@@H](O)[C@H](O)[C@H]4O[C@@H]4O[C@H](CO)[C@@H](O)[C@H](O)[C@H]4O)C(C)(C)C3CC[C@]12C (some centres not stated)	9%	?	i	-24%	-9%	11%	2%	-12%	-21
41	Cc1ccc(NC(=O)NC2(C(=O)NCc3ccccc3)CCCCC2)cc1	-7%	13%	i	-10%	-16%	7%	-11%	11%	-15
42	COc1cc(/C=N\NC(=O)CNC(=O)c2cccc([N+](=O)[O-])c2)ccc1O	-1%	-1%	i	1%	4%	5%	7%	16%	37
43	COc1ccc(S(=O)(=O)N2CCC(C(=O)N[C@@H](C)C(=O)NCc3cccnc3)CC2)cc1	nt	2%	i	nt	13%	nt	-6%	9%	-13
44	CC(Oc1ccc(Cl)cc1)c1ccnn1S(C)(=O)=O (configuration not stated)	13%	3%	i	-7%	-2%	-4%	0%	-2%	-5
45	CC(C)(C)OC(=O)N[C@@H](C(=O)OC(C)(C)C)c1ccc(Br)cc1	-5%	-9%	i	-6%	-4%	2%	-9%	-10%	7

Source: PubChem BioAssay (National Center for Advancing Translational Sciences (NCATS))
